# Bioassay records: PubChem, several laboratories
# S1P1 ag-PAM: activates or potentiates agonism at human S1P1 receptor; hit rate 0.57% among 56,000; P21453; activation, % at 9.5 µM; S1P1 CRE-bla cells, forskolin, beta-lactamase FRET, potentiator mode; S1P1 agonist co-added at EC20, 2 nM; 100% = saturating reference agonist, 0% = basal;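 active = activation above a cutoff set at the mean activation of all tested compounds plus 3 SD, cut at about 54% in these data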;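 also: forskolin at 4 µM as EC80 and the EC20 agonist is SEW2871; 100% = SEW2871 at its EC100 plus forskolin at EC80; some compounds past the cut are filed as inactive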
# Target sequence (P21453 whole entry, looked up): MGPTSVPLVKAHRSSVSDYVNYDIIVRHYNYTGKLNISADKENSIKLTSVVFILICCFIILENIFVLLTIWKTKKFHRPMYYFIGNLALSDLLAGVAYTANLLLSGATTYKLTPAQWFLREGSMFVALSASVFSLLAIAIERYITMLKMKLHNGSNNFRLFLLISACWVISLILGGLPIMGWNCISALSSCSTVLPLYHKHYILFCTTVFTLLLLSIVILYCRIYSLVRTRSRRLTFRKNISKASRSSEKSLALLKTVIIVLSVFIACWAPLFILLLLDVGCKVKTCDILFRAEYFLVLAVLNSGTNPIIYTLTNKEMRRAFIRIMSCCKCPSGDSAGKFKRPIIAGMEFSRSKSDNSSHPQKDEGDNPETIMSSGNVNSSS
# 5-HT1A blocker: 5-HT1a (human) receptor antagonism | P08908 | CHO 5-HT1a Ga15 NFAT-bla reporter, antagonist mode | inhibition, % at 10 µM | hit rate 0.68% among 62,000 | AID 612;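 active = inhibition above the mean of all tested compounds plus 3 SD, cut at about 43% in these data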;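 also: receptor stimulated by 5-CT agonist at 100 nM near EC80; beta-lactamase reporter measured by ratiometric fluorescence of a cleavable substrate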
# HEK293 NFkB inh: lowers PMA/ionomycin-induced NF-kB signal in HEK293 cells. HEK-293 NF-kB luciferase reporter, luminescence. inhibition, % at 3 µM. hit rate 0.21% among 62,000. AID 465;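 active = inhibition above the mean of all tested compounds plus 3 SD, cut at about 40% in these data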;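 also: 0% = stimulated DMSO wells and 100% = 10 µM reference inhibitor 5653914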
#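 System: NF-kB luciferase reporter HEK-293 cells | Replication: Single test | Control set: DMSO vs reference inhibitor | Evaluation: % inhibition | Schedule: 1 h pretreatment, 16 h stimulation, 37 °C | Probe or stimulus: PMA with ionomycin | Compound dosing: One dose, 3 µM | Detection: Luciferase luminescence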
# HTR1A agonist: 5-HT1a (human) receptor agonism; hit rate 0.56% among 65,000; P08908; CHO 5-HT1a Ga15 NFAT-bla reporter, FRET ratio; 0% basal, 100% maximal reference agonist; activation, % at 10 µM;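 active = activation above the screen-wide mean activation plus 3 SD, cut at about 19% in these data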;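 also: 0% = DMSO wells and 100% = 5-CT at EC100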
# Jurkat viability: reduces viability or proliferation of Jurkat cells. Jurkat E6.1 viability, ATP luminescence, 48 h. inhibition, % at 4 µM. hit rate 1.2% among 56,000. AID 463;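 active = inhibition above the mean inhibition of all tested compounds plus 3 SD, cut at about 28% in these data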
# D1 allo mod: allosterically modulates the human D1 dopamine receptor. P21728. HEK293 D1, CRE-luciferase, dopamine EC30 potentiation; actives deviate in either direction. B-score at 10 µM. hit rate 5.9% among 58,000;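 active = luminescence count or its row- and column-corrected plate score outside the 99.7% band of the plate's sample wells, on either side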
# Target sequence (P21728 whole entry, looked up): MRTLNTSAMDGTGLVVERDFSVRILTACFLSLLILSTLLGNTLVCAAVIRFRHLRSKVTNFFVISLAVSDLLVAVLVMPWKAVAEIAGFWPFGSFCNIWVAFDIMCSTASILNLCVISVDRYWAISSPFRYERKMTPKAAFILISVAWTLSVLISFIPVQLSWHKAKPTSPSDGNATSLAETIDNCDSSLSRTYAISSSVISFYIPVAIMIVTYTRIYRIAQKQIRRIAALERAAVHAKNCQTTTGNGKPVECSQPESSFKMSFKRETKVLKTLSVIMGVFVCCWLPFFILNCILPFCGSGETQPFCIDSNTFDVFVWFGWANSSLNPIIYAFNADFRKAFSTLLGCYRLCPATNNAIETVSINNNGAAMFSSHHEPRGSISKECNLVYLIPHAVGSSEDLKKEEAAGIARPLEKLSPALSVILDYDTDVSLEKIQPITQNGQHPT
# HTR1E agonist: activates the human 5-HT1E serotonin receptor; CHO 5-HT1E Ga15 NFAT-bla reporter, FRET; 0% DMSO wells, 100% control agonist wells; activation, % at 6 µM; hit rate 0.69% among 65,000;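 active = activation above a set limit, the screen-wide mean activation plus 3 SD, cut at about 8.5% in these data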;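 also: 100% = positive control agonist at 1 µM giving full maximal response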
# S1P3 agonist: S1P3 (human) receptor agonism | S1P3 NFAT-BLA reporter cells, FRET ratio; relative to 1 µM S1P, basal subtracted | Q99500 | hit rate 0.1% among 60,000 | activation, % at 4.5 µM;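 active = activation above the screen-wide mean plus 3 SD, cut at about 4.5% in these data, passing the limit was not always enough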; also: some compounds called inactive have numbers as strong as hits
#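 Assay system: stable CHO line with human S1P3, Gα16, NFAT-BLA reporter; Detection: FRET β-lactamase substrate fluorescence, excitation 405 nm, 460/535 nm emission ratio, background-subtracted; Read-out: percent activation versus median 1 µM S1P response, basal-subtracted, per plate; Incubation: cells plated overnight, compound 4 h 37 °C, substrate 2 h RT.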
# HTR1E antagonist: blocks the human 5-HT1E serotonin receptor; hit rate 0.99% among 65,000; P28566; inhibition, % at 6 µM; AID 571; CHO 5-HT1E Ga15 NFAT-bla reporter, FRET, antagonist;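 active = inhibition above a set limit, the mean inhibition across every tested compound plus 3 SD, cut at about 29% in these data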;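 also: signal is the 460 over 535 nm emission ratio of beta-lactamase substrate; 0% = agonist plus DMSO wells and 100% = wells without agonist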
# An asterisk follows results filed as active; · = not tested or not shown. No enrichment for hits; about 8.3% have a hit in one of these screens.
SMILES,S1P1 ag-PAM,5-HT1A blocker,HEK293 NFkB inh,HTR1A agonist,Jurkat viability,D1 allo mod,HTR1E agonist,S1P3 agonist,HTR1E antagonist
O=C(CC1=NCCNC(c2ccccc2)C1)c1ccccc1O (stereo not drawn),-10,-1,3,-0.2,-11,0.18,1.0,0.2,-12
COc1ccc(Cl)cc1-c1nc(-c2ccc(NC(=O)c3ccncc3)cc2)no1,26,-8,7,-2.5,-3,1.3,0.2,-0.1,0
COc1cc(N2CCCC2)c(OC)cc1/C=c1/sc2nc3ccccc3n2c1=O,-9,·,·,-0.8,·,0.13,0.0,-3.8,-5
Cn1c(=O)[nH]c(=O)c2c1nc(N1CCCCC1)n2CCSc1nc2ccccc2o1,-26,-5,21,-1.9,-4,1.1,-1.0,-0.7,2
O=C(CSCc1c(F)cccc1Cl)NCc1ccco1,·,8,12,1.0,-6,1.1,0.1,-0.1,-4
CCc1nc(SCC(=O)Nc2nccs2)c2oc3ccccc3c2n1,-60,2,6,1.2,14,2.3,4.4,-0.4,38*
CCn1cc(C(=O)NCc2ccccn2)c(=O)c2cc(F)c(N3CCN(C)CC3)cc21,12,·,·,-0.4,·,·,0.3,-0.3,-6
S=c1[nH]nc(COc2ccc(Cl)cc2)o1,2,-6,-9,-1.7,2,-0.86,0.3,-1.0,3
COc1ccc(-n2c(=O)c3ccccc3n(CC(=O)Nc3cc(C)on3)c2=O)cc1OC,-3,-5,12,-1.7,9,·,0.3,-0.5,-2
COc1ccccc1OCc1nc(C#N)c(NCc2ccco2)o1,1,3,0,-5.8,-3,-0.078,0.5,-0.5,-9
Cc1ccc(Cn2c(SCC(=O)NCc3ccco3)nc3ccsc3c2=O)cc1,·,22,13,-1.9,·,2.8,0.0,·,1
O=[n+]1c2c(n([O-])c3c1CCCC3)CCCCC2,-13,-6,23,-3.9,-7,0.11,-0.5,-0.2,0
O=C(c1ccco1)N1CCN(C(c2ccccc2F)c2nnnn2Cc2cccs2)CC1 (stereo not drawn),7,1,5,2.7,-2,0.00012,0.5,3.9,-3
Cc1cccc(CCNC(=O)C2CCCN(S(=O)(=O)c3cnc[nH]3)C2)c1 (stereo not drawn),-12,8,7,-3.0,-7,-0.27,-0.5,0.3,-6
CCOC(=O)C1CCN(C/C=C/c2ccccc2OC)CC1,·,13,6,-0.6,8,-2.2,0.7,-0.4,-3
CC/C(CC(C)(C)c1ccccc1)=N\O,-16,-8,0,0.2,4,-0.64,0.3,-0.6,4
CN(C)Cc1cc(CCNC(=O)c2ccc(Cl)cc2)ccc1O,10,27,14,-2.9,12,-2.9*,14*,-0.2,7
O=C(C1CC1)N1CCc2cc(Br)cc(S(=O)(=O)N3CCN(c4ccccn4)CC3)c21,·,-14,16,-0.3,·,1.5,0.1,·,-6
CCOC(=O)C1=C(NC(=O)c2ccc(Br)o2)Nc2ccccc2N=C1,-4,6,10,-3.0,6,19*,0.6,-1.1,12
CCCOc1ccc(C2c3c(oc4cc(C)c(C)cc4c3=O)C(=O)N2CCCN2CCOCC2)cc1 (stereo not drawn),-27,5,0,-1.1,-3,-0.58,0.6,-0.7,-8
CN(C)c1ccc(/C=[N+](\[O-])C(C)(C)/C=N/O)cc1,-13,-5,15,-4.7,-5,-0.12,0.7,-1.0,-11
C=CCOc1nc(N2CCCC2)nc(N2CCCC2)n1,-11,17,6,-0.8,1,24*,0.5,0.2,2
Cc1ccc(C(=O)Nc2nc3ccc(S(C)(=O)=O)cc3s2)s1,38,-2,-30,-2.5,10,-1.8,-0.3,0.3,5
Cc1cc(NC(=O)NC2(C(F)(F)F)Oc3ccc(Cl)cc3O2)no1 (stereo not drawn),·,17,14,0.9,·,·,0.7,·,7
COCCNC(=O)c1ccccc1NC(=O)C1COc2ccccc2O1 (stereo not drawn),·,-3,3,-0.3,·,2.1,0.4,·,1
Cc1ccc(C(=O)CNc2nc3c(c(=O)[nH]c(=O)n3C)n2Cc2ccccc2)cc1,16,-6,2,-1.6,-2,0.6,0.6,-0.9,-1
C=C(C)COc1ccc(-c2[nH]ncc2Oc2cccc(OC)c2)c(O)c1,11,18,4,-1.3,-9,-0.43,1.6,0.6,11
CCOC(=O)C1C(=O)NC(SCC(=O)Nc2nccs2)=C(C#N)C1c1ccccc1OCC (stereo not drawn),-19,12,12,-3.8,9,-0.0047,0.3,-0.4,3
COc1cccc(-c2nnc(SCC(N)=O)n2-c2ccc(Cl)cc2)c1,-6,9,13,2.5,9,0.075,-0.4,-0.6,-7
Cc1nc(CSc2nnc3scc(-c4ccc(Cl)cc4)n23)cs1,·,7,-1,-0.3,·,13*,-1.3,·,21

# A few values from the list.
# Entry for `CCCOc1ccc(C2c3c(oc4cc(C)c(C)cc4c3=O)C(=O)N2CCCN2CCOCC2)cc1` (stereo not drawn) in S1P1 ag-PAM: -27
# Entry for `Cc1cc(NC(=O)NC2(C(F)(F)F)Oc3ccc(Cl)cc3O2)no1` (stereo not drawn) in HTR1E agonist: 0.7
# Entry for `C=C(C)COc1ccc(-c2[nH]ncc2Oc2cccc(OC)c2)c(O)c1` in HTR1E antagonist: 11

# Continued.
SMILES,S1P1 ag-PAM,5-HT1A blocker,HEK293 NFkB inh,HTR1A agonist,Jurkat viability,D1 allo mod,HTR1E agonist,S1P3 agonist,HTR1E antagonist
COc1cc(OC)cc(-n2nnnc2SCC(=O)NCc2ccc3c(c2)OCO3)c1,13,8,28,-0.1,-2,0.14,-0.4,-1.1,-1
Cc1nc2ncnn2c(N2CCN(c3cccc(C(F)(F)F)c3)CC2)c1C,59,0,13,1.2,17,-1.1,0.1,-1.0,2
O=C(CCS(=O)(=O)c1cc(Br)cc2c1N(C(=O)C1CC1)CC2)NCc1ccco1,-8,-4,7,-1.0,-8,0.36,-0.3,-0.3,-6
Cn1c(-c2ccc(F)cc2)cnc1SCC(=O)NCc1ccco1,8,-13,8,1.0,-3,-0.29,-0.1,0.0,-1
CCOC(=O)CSc1nc2ccccc2n2cnnc12,-25,-16,13,1.5,-3,0.46,0.4,-0.4,-5
CCCCC(=O)Nc1ncc(Br)s1,12,1,8,-2.5,-1,0.11,-1.2,1.1,2
CCn1c(SCC(=O)NCC2CCCO2)nc2cc(S(=O)(=O)N3CCCCC3)ccc21 (stereo not drawn),-3,-17,3,-1.0,6,0.16,0.3,0.5,-5
NC(=O)c1ccsc1NC(=O)c1nc(-c2ccccc2)n(-c2ccccc2)n1,27,-30,-2,3.2,-4,·,-0.1,1.5,2
CN(CC(=O)Nc1ccc(F)c(F)c1)S(=O)(=O)c1cccc2nsnc12,7,-5,10,3.6,0,0.87,0.7,-0.4,-5
CCc1ccc(-c2ccc(C(=O)O)cc2)nc1,0,2,-29,4.4,-6,0.28,-1.2,1.3,-2
O=C(CN1CCC(O)(c2ccc(F)cc2)CC1)NCc1ccc(F)cc1,7,10,10,-2.3,5,-0.4,-0.5,0.3,3
COc1cc(-c2nnc3sc(Cc4ccc(Cl)cc4)nn23)cc(OC)c1OC,-26,-40,16,0.6,6,1.4,0.3,0.4,29
COc1ccc(N2C(=O)C3C(C2=O)C2C=CC3C23CC3)c(OC)c1 (stereo not drawn),-19,·,·,1.5,·,·,0.4,-2.5,10
Cc1cccc(OCc2nnc(N)s2)c1,10,-18,1,1.6,-2,-0.33,-0.1,-0.1,-4
CCCCn1c(-c2ccccc2)nnc1-c1ccccc1,6,10,12,0.8,-2,0.53,0.5,-0.6,-4
CCCCCn1c(Br)nc2c1c(=O)n(CC(N)=O)c(=O)n2C,-7,-10,16,2.2,-6,1.2,1.1,0.0,4
O=C(O)CCN1C(=O)c2ccccc2C1=O,12,-16,14,1.6,-4,0.37,1.4,-0.2,-1
Cn1c(C(=O)NC2CC2)cc2c(=O)n(C)c3ccccc3c21,-32,-8,9,-1.9,-1,0.25,0.0,-1.4,-6
O=C(O)c1cc(Cl)c2ccccc2c1O,16,1,7,2.2,9,-0.019,-0.3,-1.3,10
Cc1c(C(=O)NCC2CCCO2)oc2ccc(S(=O)(=O)N3CC(C)CC(C)C3)cc12 (stereo not drawn),3,1,23,6.3,7,0.069,1.8,-0.9,-5
CCCNC(=O)C(Cc1ccccc1)NS(=O)(=O)c1cccc2nsnc12 (stereo not drawn),12,-2,8,-2.0,4,-0.58,0.5,0.7,2
Cc1cc(C)n(-c2ccc(Cl)c(C(=O)OCC(=O)N3CCCCC3C)n2)n1 (stereo not drawn),0,-1,7,-0.9,6,0.23,0.7,0.2,1
O=C(Nc1nsc(-c2ccccc2)n1)c1cccs1,-5,6,-40,-0.6,5,-4.4*,0.0,0.6,0
CCOC(=O)C1=C(C)NC(=O)NC1c1ccccc1Cl (stereo not drawn),-1,-2,10,-3.8,1,-0.75,0.6,0.3,-6
O=C(NCCN1CCN(c2ccccc2F)CC1)c1cccn2c(=O)c3ccccc3nc12,1,-17,21,8.4,4,·,2.9,-0.8,12
Cc1cnc(NC(=O)c2ccc3c(c2)C(=O)N(Cc2ccco2)C3=O)s1,·,-2,10,0.2,-4,0.51,0.5,-1.2,3
Cc1ccc(-n2c(SCc3ccc(C#N)cc3)nnc2-c2ccccn2)cc1,-7,-9,5,2.0,4,-4*,1.9,0.4,3
CCn1c(SCC(=O)Nc2ccc3c(c2)OCO3)nnc1-c1ccccc1O,·,13,5,-0.5,4,-1.5,-0.7,-0.9,12
CCOc1ccc(OCC)c(NC(=O)CCn2c(=O)oc3ccccc32)c1,-24,-1,6,-2.6,-6,0.11,-0.2,0.6,-5
CCOC(=O)c1[nH]c2ccc(F)cc2c1NC(=O)CN1CCc2cc(OC)c(OC)cc2C1,-19,-5,4,-1.4,3,1.7*,1.1,-0.1,-5
CN(C)CCNC(=O)Cn1nc(C(F)F)cc1C1CC1,-13,-15,-5,-2.1,-3,-0.083,-0.6,0.3,-9
c1coc(-c2nnc3sc(-c4cccs4)nn23)c1,-13,·,·,1.9,·,·,-0.6,-3.9,5
COc1ccc(N2CCN(c3nc4c(c(=O)n(C)c(=O)n4C)n3Cc3ccccc3)CC2)cc1,5,-13,26,2.2,14,0.26,0.7,-0.3,20
Cc1ccc2nc(-c3ccccc3Cl)cc(C(=O)Nc3cc(C)on3)c2c1,-4,0,6,1.5,-2,-2.8,0.9,0.0,2
COc1ccc(-n2nc3ccc(NS(C)(=O)=O)cc3n2)cc1Cl,103*,10,-2,-1.7,1,-0.28,0.4,-0.7,11
CCCNC(=O)c1ccc(CNc2c(N3CCC(C(=O)OCC)CC3)c(=O)c2=O)cc1,16,-2,-6,-3.6,0,-1.4,0.3,1.0,-1
CS(=O)(=O)c1ccc2nc(NC(NC(=O)c3ccco3)(C(F)(F)F)C(F)(F)F)sc2c1,-6,·,·,0.2,·,·,-0.4,-0.9,7
O=P(O)(CCc1ccncc1)CN1CCCCC1,9,-5,14,-5.7,1,1.1,-0.1,-1.0,-11
Cc1cc(=O)n2[nH]c(-c3ccccc3Cl)cc2n1,8,33,-10,-0.6,-6,-0.43,-1.3,-0.5,15
